E-sel inducer: induces E-selectin expression in human endothelial cells; P16581; HUVEC E-selectin immunofluorescence imaging; normalized: neutral wells 0, TNF-alpha wells 100; activation, % at 7.58 µM; 260,000 tested, 0.37% active; AID 686992;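 active means mean E-selectin-positive cell signal at least 10% of the positive control, reached in at least 60% of replicates, without over 20% cell loss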;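 further: in these data hits start at about 27%; measured in HUVEC primary endothelial cells; signal is the percent of cells scored E-selectin positive by PE staining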
Target sequence (P16581 whole entry, looked up): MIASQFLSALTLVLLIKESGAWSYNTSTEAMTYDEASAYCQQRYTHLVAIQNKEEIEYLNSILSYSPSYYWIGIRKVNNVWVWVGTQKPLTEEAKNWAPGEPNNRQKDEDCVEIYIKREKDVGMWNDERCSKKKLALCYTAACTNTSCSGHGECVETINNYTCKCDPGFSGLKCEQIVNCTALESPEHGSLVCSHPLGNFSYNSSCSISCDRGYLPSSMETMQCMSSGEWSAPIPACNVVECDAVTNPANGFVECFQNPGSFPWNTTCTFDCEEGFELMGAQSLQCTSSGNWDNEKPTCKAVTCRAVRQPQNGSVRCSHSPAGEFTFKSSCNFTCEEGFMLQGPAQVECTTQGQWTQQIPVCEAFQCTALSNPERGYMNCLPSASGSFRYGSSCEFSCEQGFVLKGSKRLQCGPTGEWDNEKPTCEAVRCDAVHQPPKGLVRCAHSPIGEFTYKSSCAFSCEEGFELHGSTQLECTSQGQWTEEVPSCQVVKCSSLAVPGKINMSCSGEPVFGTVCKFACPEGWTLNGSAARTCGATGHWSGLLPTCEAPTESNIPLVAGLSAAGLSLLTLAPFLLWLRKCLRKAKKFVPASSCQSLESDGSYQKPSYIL
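Read-out basis: % PE-positive cells; Test system: HUVEC primary endothelial cells; Technique: immunofluorescence imaging; Dosing: single-point compound dose.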
FN deposit inh: fibronectin deposition inhibition; AH1F fibroblasts, Alexa488-fibronectin deposition fluorescence, overnight; inhibition, % at 12.6 µM; 350,000 tested, 0.086% active;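 active means mean inhibition across replicates of 30% or more, regardless of how many single replicates reach that level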;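 further: positive control wells lacked labelled fibronectin entirely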
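Assay system: AH1F fibroblasts assembling fluorescent fibronectin matrix; Amount: 10000 AH1F cells per well; Buffer or medium: DMEM, 2% serum; Probe or stimulus: Alexa488-fibronectin, 24 nM final in well; Doses: single compound dose, delivered by pin transfer; Incubation: 1 h adhesion, overnight exposure; Measured by: fluorescence 485/525 nm; Read-out: fibronectin deposition inhibition.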
EWS-Fli block: EWS/Fli transcriptional activity inhibition | A673 NR0B1-luciferase reporter, viability-normalised | inhibition, % at 12.6 µM | 350,000 tested, 0.67% active;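 active means mean inhibition of at least 50% after viability correction, with every replicate also passing that limit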;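 further: firefly luciferase signal divided by Alamar Blue viability fluorescence both relative to DMSO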
RAD52 inh: inhibitors of human RAD52 DNA annealing; recombinant RAD52 DNA annealing, FRET fluorescence; 360,000 tested, 0.46% active; inhibition, % at 18.7 µM; AID 651710;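 active means every replicate showing at least 50% inhibition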
Target sequence (P43351 whole entry, looked up): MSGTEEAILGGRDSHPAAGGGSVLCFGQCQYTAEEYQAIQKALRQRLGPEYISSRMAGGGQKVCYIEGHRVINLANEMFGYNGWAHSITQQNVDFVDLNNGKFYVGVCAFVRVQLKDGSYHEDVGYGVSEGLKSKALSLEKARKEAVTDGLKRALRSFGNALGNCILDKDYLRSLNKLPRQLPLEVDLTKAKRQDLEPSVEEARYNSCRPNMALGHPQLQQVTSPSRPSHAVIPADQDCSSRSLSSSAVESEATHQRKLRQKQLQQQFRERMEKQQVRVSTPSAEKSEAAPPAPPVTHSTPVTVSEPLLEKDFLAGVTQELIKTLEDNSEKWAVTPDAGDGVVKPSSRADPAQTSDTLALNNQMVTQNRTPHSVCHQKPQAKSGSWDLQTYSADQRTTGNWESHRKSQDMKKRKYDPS
Xi reactivation: activators of X-chromosome reactivation in mouse fibroblasts; XiGFP mouse fibroblasts, % GFP-positive cells imaging, 3 d; cells co-treated with 5-aza-dC sensitizer; scaled so ellipticine positive control = 100%; AID 743238; activation, % at 7.58 µM; 360,000 tested, 0.055% active;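 active means mean normalized replicate activation at least 10% and every replicate at or above 10%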;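 further: 0% = median of on-plate neutral control wells and 100% = ellipticine 6 µM median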
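Material: XiGFP fibroblasts, SV40-immortalized; Buffer or medium: DMEM containing 5-aza-dC; Compound dosing: single point; Times: 3 days compound exposure.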
S100A4 inh HTS: blocks human S100A4 binding to myosin IIA peptide; 360,000 tested, 0.14% active; P26447; AID 652163; inhibition, % at 10.7 µM; S100A4/TAMRA-MyoIIA peptide fluorescence polarization;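 active means mean inhibition of at least 70% across replicates, with every replicate also reaching that level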
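Test system – S100A4 monomer (human) · Compound – single-point compound testing · Schedule – 5 min incubation before reading · Probe or stimulus – TAMRA-labelled myosin IIA heavy-chain peptide probe, 5 nM · Benchmarks – neutral control DMSO, positive control TFP · Medium – Calcium-containing HEPES buffer, pH 7.2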
RAD54 branch: blocks human RAD54 Holliday junction branch migration | Q92698 | FAM/BHQ fluorescence | inhibition, % at 10.4 µM | 360,000 tested, 0.14% active;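 active means mean normalized replicate activity at least 40 and at least half of replicates scoring 40 or more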;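 further: 0% = median of neutral control wells and 100% = median of positive control wells; inhibitors cause a drop in the FAM fluorescence signal; in these data hits start at about 50%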
esBAF inh: blocks esBAF chromatin remodeling in mouse ES cells; 350,000 tested, 2% active; reporter increase, % at 12.5 µM; Bmi1-luciferase knock-in reporter, 24 h; 100% = twice the neutral-well signal; in the data active means activation above about 40%;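 further: 0% = median of the plate's neutral control wells and 100% = double that signal; a rise in the Bmi1 reporter signal indicates esBAF inhibition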
* marks the source's active call; other numbers are inactive results; . = not tested or not shown.

Results follow in this order: esBAF inh | Xi reactivation | S100A4 inh HTS | FN deposit inh | E-sel inducer | EWS-Fli block | RAD54 branch | RAD52 inh
- CC(=O)NS(=O)(=O)c1ccc(N=c2ssc3c2-c2cc(C)ccc2NC3(C)C)cc1
    -2.1 | 0.0 | . | -11.4 | . | . | 10.2 | .
- CCCNC(=O)C[C@@H]1C[C@H]2c3cc(NC(=O)c4ccc5c(c4)OCO5)ccc3O[C@H]2[C@H](CO)O1
    15.2 | -0.1 | . | -8.4 | -0.1 | -7.1 | 2.1 | .
- CNC[C@H]1OCCCC[C@@H](C)Oc2ccc(NC(=O)NC3CCCCC3)cc2C(=O)N([C@H](C)CO)C[C@H]1C
    -2.1 | -0.5 | -13.7 | . | -0.1 | -1.8 | 11.0 | -82.6
- COc1ccc(CCC(=O)NCc2ccccc2OC)cc1
    5.4 | 0.3 | -4.5 | 3.1 | 1.2 | 7.7 | -13.3 | -18.7
- C[C@@H]1CN([C@@H](C)CO)C(=O)c2cccc(NC(=O)Nc3ccc(C(F)(F)F)cc3)c2O[C@H]1CN(C)C(=O)Nc1ccc(C(F)(F)F)cc1
    5.8 | -0.1 | -51.8 | . | -0.2 | 4.0 | 0.2 | -16.7
- COc1cc(CN2CC3(CN(C(=O)Nc4c(C)noc4C)C3)c3c(n(C)c4cc(OC)ccc34)[C@H]2CO)cc(OC)c1
    . | 0.1 | 0.6 | . | -0.2 | 8.7 | . | -13.4
- C=C(C1=CCN(S(=O)(=O)C(C)(C)C)[C@@H]1CCO)c1ccccc1
    -17.5 | 0.1 | 1.8 | -6.2 | -0.1 | 2.3 | -4.7 | -3.0
- CO[C@H]1CN(C)C(=O)c2cc(NS(=O)(=O)c3ccc(C)cc3)ccc2OC[C@H](C)N(C(=O)NC(C)C)C[C@H]1C
    2.8 | 0.4 | -41.5 | 8.5 | -0.1 | 0.5 | -4.2 | -10.3
- C[C@H](CO)N1C[C@H](C)[C@H](CN(C)C(=O)NC2CCCCC2)Oc2ccc(NC(=O)NC3CCCCC3)cc2CC1=O
    -0.7 | 0.2 | 1.1 | . | -0.2 | 11.8 | 6.6 | -5.0
- O=C(Nc1cccc(-n2cnnn2)c1)c1ccoc1COc1ccc(Cl)cc1
    3.8 | -0.1 | -5.4 | -5.0 | 0.2 | . | -12.9 | 9.2

One compound at a time, from the list above. Screens in order: esBAF inh, Xi reactivation, S100A4 inh HTS, FN deposit inh, E-sel inducer, EWS-Fli block, RAD54 branch, RAD52 inh
Listed for `COc1ccc(CCC(=O)NCc2ccccc2OC)cc1` → 5.4, 0.3, -4.5, 3.1, 1.2, 7.7, -13.3, -18.7
Listed for `C[C@@H]1CN([C@@H](C)CO)C(=O)c2cccc(NC(=O)Nc3ccc(C(F)(F)F)cc3)c2O[C@H]1CN(C)C(=O)Nc1ccc(C(F)(F)F)cc1` → 5.8, -0.1, -51.8, ., -0.2, 4.0, 0.2, -16.7
Listed for `CO[C@H]1CN(C)C(=O)c2cc(NS(=O)(=O)c3ccc(C)cc3)ccc2OC[C@H](C)N(C(=O)NC(C)C)C[C@H]1C` → 2.8, 0.4, -41.5, 8.5, -0.1, 0.5, -4.2, -10.3
Listed for `CNC[C@H]1OCCCC[C@@H](C)Oc2ccc(NC(=O)NC3CCCCC3)cc2C(=O)N([C@H](C)CO)C[C@H]1C` → -2.1, -0.5, -13.7, ., -0.1, -1.8, 11.0, -82.6
Listed for `CC(=O)NS(=O)(=O)c1ccc(N=c2ssc3c2-c2cc(C)ccc2NC3(C)C)cc1` → -2.1, 0.0, ., -11.4, ., ., 10.2, .

(more compounds)
Results follow in this order: esBAF inh | Xi reactivation | S100A4 inh HTS | FN deposit inh | E-sel inducer | EWS-Fli block | RAD54 branch | RAD52 inh
- COc1cccc(CC(=O)NNC(=O)c2ccc3c(c2)OCO3)c1
    -5.1 | 0.2 | -3.8 | 6.0 | . | 5.2 | -2.0 | -9.9
- O=C(C[C@@H]1C[C@H]2c3cc(NC(=O)Cc4ccncc4)ccc3O[C@H]2[C@H](CO)O1)NCc1cc(F)ccc1F
    7.4 | 0.0 | -14.0 | . | -0.1 | 5.4 | 5.1 | -1.0
- Cn1c(=O)[nH]c(=O)c2c1nc(Sc1ccccc1)n2CCc1ccccc1
    4.5 | 0.0 | -3.0 | 2.7 | 0.3 | -3.6 | -10.5 | -11.8
- CC(C)NC(=O)Nc1cccc2c1O[C@@H](CN(C)CC1CCCCC1)[C@@H](C)CN([C@@H](C)CO)C2=O
    -3.6 | 0.2 | -16.3 | . | 0.4 | -4.5 | -3.2 | -12.2
- Cc1ccc(-c2nc(S(=O)(=O)c3ccc(C)cc3)c(N3CCOCC3)o2)cc1
    -7.8 | 0.0 | 0.2 | 1.9 | -0.2 | -0.7 | 2.5 | -12.8
- COc1ccccc1NC(=O)C(=O)N/N=C(\C)CC(=O)Nc1ccccn1
    -9.5 | 0.0 | 1.4 | -1.3 | 1.7 | -4.0 | -8.5 | -25.2
- CC(C)N(C)Cc1cn(C)nc1-c1ccc(Oc2ccccc2)cc1
    -5.1 | 0.4 | -14.1 | -5.8 | 0.4 | 7.9 | 0.7 | -3.1
- CCOc1ccc(Br)cc1C(=O)N/N=C/c1ccccn1
    -2.4 | 0.1 | 2.1 | 4.8 | -0.2 | -3.1 | -1.8 | -15.5
- Cc1ccc(CNC(=O)C2CCCN(c3nc4ccccc4o3)C2)cc1 (configuration not stated)
    -0.3 | 0.4 | -5.6 | 0.7 | 0.1 | 7.4 | 1.2 | -70.7
- CCOP1(=O)C=C(Sc2ccc([N+](=O)[O-])cc2[N+](=O)[O-])C(C)(C)O1 (configuration not stated)
    8.1 | 0.0 | -3.9 | -0.4 | -0.6 | -16.1 | . | -5.2
- CCOCCCNC(=O)c1c[nH]c2c(CC)cccc2c1=O
    . | 0.0 | -5.3 | 4.8 | 0.2 | -14.5 | . | -12.7
- CN(c1ccccc1)S(=O)(=O)c1cccc(C(=O)NCC(=O)Nc2ccc(F)c(F)c2F)c1
    3.2 | -0.1 | -1.4 | -16.5 | . | -1.8 | 6.8 | -16.8
- O=C(Nc1ccccc1F)C1CCN(C(=O)NC2CCCCC2)CC1
    2.0 | 0.0 | -2.1 | 1.6 | 0.0 | -5.5 | 5.7 | -7.8
- Cc1ccc(C(=O)N(C)CC(=O)Nc2cccc(F)c2)cc1S(=O)(=O)N1CCCCC1
    -4.2 | 0.4 | 1.8 | 1.5 | . | 10.2 | . | 0.1
- CCCNC(=O)c1onc(CSc2ccc(F)cc2)c1C(=O)NCCC
    -4.5 | -0.1 | -0.3 | -3.6 | -0.1 | 12.9 | 4.2 | 0.7
- COc1ccc2nc(-n3c(C)ccc3C)sc2c1
    23.6 | . | -5.6 | . | . | -25.4 | 0.1 | -18.4
- CC1CCCCN1C(=O)COC(=O)c1n[nH]c2ccccc12 (configuration not stated)
    37.7 | . | 0.3 | . | . | . | 11.6 | -20.0
- CO[C@H]1CN(C)C(=O)c2cc(NC(C)=O)ccc2OC[C@@H](C)N(C(=O)C2CCOCC2)C[C@@H]1C
    3.3 | 0.0 | -3.8 | -7.8 | 0.1 | 2.7 | -8.1 | 0.6
- Cc1c(C(=O)N/N=C/c2cccc(O)c2)nnn1-c1nonc1N
    -7.0 | -0.2 | -0.7 | -0.3 | 0.2 | . | -13.9 | -4.3
- O=C(C[C@@H]1CC[C@H]2[C@@H](COC[C@H](O)CN2Cc2nccs2)O1)NCc1ccccc1Cl
    3.7 | 0.2 | -0.1 | -4.7 | 0.0 | 0.5 | 10.2 | 0.9
- COc1ccc(CN(C)C(=O)c2cccc(S(=O)(=O)N3CCCc4ccccc43)c2)c(OC)c1OC
    5.9 | -0.1 | -2.5 | -5.4 | . | 17.2 | 2.2 | 0.1
- C=CCOn1c(=O)c(-c2ccc(C)cc2)[n+]([O-])c2ccccc21
    -5.2 | 0.0 | -4.5 | 4.5 | 0.2 | -11.9 | -6.2 | -9.4
- COCCCNC(=S)NNC(=O)c1ccc(S(=O)(=O)N2CCC(C)CC2)cc1
    . | 0.0 | -1.4 | -9.6 | . | 6.0 | . | -22.1
- COc1cc(C(C)=O)ccc1OCC(=O)Nc1cc(Cl)ccc1-n1cncn1
    -0.3 | 0.0 | -2.2 | . | . | 13.3 | 2.9 | -19.1
- COc1ccccc1NC(=O)C(C)OC(=O)CCCN=C1NS(=O)(=O)c2ccccc21 (configuration not stated)
    . | -0.1 | -3.3 | 4.1 | . | -0.5 | -23.2 | -7.8
- O=C1CC[C@@H](CN(Cc2ccccc2)Cc2cn[nH]c2-c2cc3ccccc3o2)N1
    7.9 | -0.1 | -5.6 | -7.8 | 1.7 | 0.4 | 0.0 | -10.7
- COCCSc1ccccc1C(=O)NCC1CCCO1 (configuration not stated)
    -0.4 | . | -3.4 | . | . | 14.2 | -4.4 | -2.1
- CCC(=O)Nc1ccc2c(c1)C(=O)N(C)C[C@H](OC)[C@H](C)CN(Cc1cccc(F)c1)[C@@H](C)CO2
    -5.2 | 0.5 | -2.2 | 6.0 | 0.1 | 2.4 | 1.4 | -11.8
- Cc1noc(C)c1-c1ccc(C(=O)NCc2ccncc2)c2occc12
    8.8 | 0.1 | 0.0 | -1.6 | -0.5 | 11.6 | -2.9 | -7.1
- COc1ccc2c3c(n(C)c2c1)[C@H](CO)N(Cc1ccccc1OC)CC31CCN(C)CC1
    . | 0.2 | -6.9 | . | -0.6 | -6.7 | . | -3.6
- O=C(Nc1ccc(F)cc1)N1CCCCN2[C@H](CO)[C@H](c3ccc(-c4ccncc4)cc3)[C@@H]2C1
    . | 0.0 | 2.4 | . | 0.0 | 8.6 | -8.1 | 5.8
- CCC(C(=O)Nc1ccccc1C(=O)N1CCCC1)N1C(=O)c2ccccc2C1=O (configuration not stated)
    -12.1 | . | 1.5 | . | . | -10.0 | -0.9 | 3.8
- CCCNC(=O)c1nc(C)n(-c2cc(Cl)ccc2Cl)n1
    . | 0.0 | 0.3 | 4.5 | . | 3.7 | . | -4.0
- COc1cccc(/C=C/C(=O)OCC(=O)NC2CCCCCCC2)c1
    -5.1 | 0.0 | -6.4 | 7.7 | 0.0 | 31.3 | 0.2 | -6.5
- Cc1ccc2nc(Nc3nc(CSc4nnnn4-c4ccccc4)cc(=O)[nH]3)nc(C)c2c1
    -5.2 | . | . | 13.2 | 2.1 | . | 2.2 | .
- O=C(O)CC1(CC(=O)Nc2ccc(F)cc2F)CCCCC1
    . | 0.4 | 5.6 | 1.6 | 4.8 | 0.9 | -3.0 | -7.9
- Cn1nc(C(F)(F)F)c(-c2cccc(C(F)(F)F)c2)c1NC(=O)c1nccnc1C(=O)O
    . | 0.0 | -2.9 | 2.5 | 0.1 | -14.1 | 3.5 | -8.8
- Cc1cccc(NC(=O)C2c3ccccc3Oc3ccccc32)n1
    . | -0.1 | 1.2 | 5.1 | . | 3.4 | . | -5.4
- CCc1cccc(C)c1NC(=O)CN1C(=O)NC(C)(CCC(C)C)C1=O (configuration not stated)
    -6.5 | 0.1 | -3.1 | 0.7 | 0.0 | -9.3 | 3.6 | 3.2
- COc1ccc([C@H]2[C@H](C(C)=O)N3N=Cc4ccccc4C3C23C(=O)OC(C)(C)OC3=O)cc1 (some centres not stated)
    . | 0.0 | -3.2 | 0.0 | . | 16.6 | -12.0 | -21.5
- O=C(Cc1ccc([N+](=O)[O-])cc1)Nc1cccc(C(=O)N2CCCC2)c1
    4.2 | 0.0 | 44.5 | -6.4 | 0.1 | -13.7 | -0.1 | -17.2

High-throughput results as filed in PubChem.
